PAD4 FP inh – blocks human protein arginine deiminase 4; Q9UM07; recombinant PAD4, RCA probe fluorescence polarization; inhibition, % at 6.36 µM; hit rate 0.41% among 330,000; AID 485272;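 active = percent inhibition above a cutoff equal to the mean of all tested compounds plus 3 SD, cut at about 15% in these data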;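 also: 0% = PAD4 with RCA probe and DMSO and 100% = probe without PAD4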
PAFAH2 FP inh – inhibitors of human PAFAH2. recombinant PAFAH2, FP-rhodamine activity probe, fluorescence polarization. Q99487. hit rate 0.99% among 340,000. AID 492956. inhibition, % at 3.39 µM;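 active = inhibition above the mean over all tested compounds plus 3 SD, cut at about 30% in these data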;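 also: inhibitors block probe labeling of enzyme so polarization drops; 0% = enzyme with DMSO and 100% = wells lacking PAFAH2 protein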
GSTO1 inh – blocks human GSTO1 in RBBP9 counter-screen; P78417; recombinant GSTO1, activity-based probe fluorescence polarization; inhibition, % at 5.96 µM; hit rate 1.1% among 300,000;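 active = inhibition above the campaign mean inhibition plus 3 SD, cut at about 35% in these data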;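 also: 0% = GSTO1-1 with DMSO and 100% = wells lacking GSTO1-1 enzyme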
LYPLA2 inh – counter-screen for PME1 inhibitors: inhibitors of human LYPLA2 | AID 2177 | inhibition, % at 5.9 µM | recombinant LYPLA2, FP-Rh probe fluorescence polarization | hit rate 0.38% among 320,000;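 active = inhibition above the screen-wide mean plus 3 SD, limit set per campaign, cut at about 26% in these data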;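 also: 0% = LYPLA2 with DMSO and 100% = wells lacking LYPLA2 enzyme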
PAFAH1B3 inh – inhibitors of human PAFAH1B3; recombinant PAFAH1B3, FP-rhodamine probe, fluorescence polarization; inhibition, % at 3.39 µM; hit rate 0.28% among 340,000;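 active = inhibition above the screen-wide average of all tested compounds plus 3 SD, cut at about 25% in these data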;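 also: 0% = enzyme with DMSO only and 100% = wells lacking PAFAH1B3 protein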
EBNA-1 inhibitor – blocks EBNA-1 binding to DNA; EBNA-1 DNA binding, fluorescence polarization; inhibition, % at 14.8 µM; hit rate 0.34% among 300,000; AID 1950; in the data active = inhibition above about 28%
PREPL inhibitor – inhibitors of human prolyl oligopeptidase-like enzyme PREPL; recombinant PREPL, fluorescence polarization activity-based probe; inhibition, % at 5.96 µM; hit rate 0.68% among 320,000; AID 2751; in the data active = inhibition above about 43%;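 also: 0% = enzyme with DMSO and 100% = wells lacking enzyme; many of its hits are not listed in these tables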
Target sequence (Q4J6C6 whole entry, looked up): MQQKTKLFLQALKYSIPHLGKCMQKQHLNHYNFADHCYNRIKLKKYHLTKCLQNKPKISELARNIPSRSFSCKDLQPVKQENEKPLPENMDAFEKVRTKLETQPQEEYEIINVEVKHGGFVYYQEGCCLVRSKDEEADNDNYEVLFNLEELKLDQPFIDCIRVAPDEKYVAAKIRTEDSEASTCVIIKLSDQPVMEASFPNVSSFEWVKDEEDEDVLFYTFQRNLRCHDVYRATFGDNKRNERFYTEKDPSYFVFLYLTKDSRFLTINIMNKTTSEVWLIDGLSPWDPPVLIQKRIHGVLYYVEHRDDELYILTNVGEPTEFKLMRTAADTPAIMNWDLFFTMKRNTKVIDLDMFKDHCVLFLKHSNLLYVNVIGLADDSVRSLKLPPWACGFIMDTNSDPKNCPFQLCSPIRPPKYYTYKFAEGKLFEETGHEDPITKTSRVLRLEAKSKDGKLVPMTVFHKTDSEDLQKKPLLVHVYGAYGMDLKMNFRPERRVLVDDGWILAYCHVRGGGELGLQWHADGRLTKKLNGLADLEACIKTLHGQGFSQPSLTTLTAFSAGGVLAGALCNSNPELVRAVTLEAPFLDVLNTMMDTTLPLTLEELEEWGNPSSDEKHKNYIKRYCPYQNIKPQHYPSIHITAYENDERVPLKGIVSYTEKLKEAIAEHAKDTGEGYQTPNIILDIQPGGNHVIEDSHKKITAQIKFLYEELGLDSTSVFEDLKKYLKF
ZTA DNA inh – ZTA (EBV) inhibition in EBNA-1 counter-screen. P03206. ZTA-DNA binding, fluorescence polarization. inhibition, % at 11 µM. hit rate 0.15% among 320,000; in the data active = inhibition above about 33%
LYPLA1 inh – blocks human lysophospholipase 1, a PME1 counter-screen; O75608; recombinant LYPLA1, FP-Rh probe fluorescence polarization; inhibition, % at 5.9 µM; hit rate 0.16% among 320,000; AID 2174;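 active = inhibition above the mean of all tested compounds plus 3 SD, set per campaign, cut at about 14% in these data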;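 also: inhibitors block serine hydrolase probe labeling of LYPLA1 so polarization falls; 0% = enzyme with DMSO and 100% = wells lacking LYPLA1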
Target sequence (O75608 whole entry, looked up): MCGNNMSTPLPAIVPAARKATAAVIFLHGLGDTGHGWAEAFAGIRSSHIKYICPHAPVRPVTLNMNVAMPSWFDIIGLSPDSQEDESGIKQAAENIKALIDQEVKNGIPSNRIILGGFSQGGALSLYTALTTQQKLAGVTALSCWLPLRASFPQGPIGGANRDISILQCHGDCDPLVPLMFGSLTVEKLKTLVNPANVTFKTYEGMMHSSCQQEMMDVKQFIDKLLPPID
* = called active by the depositor; · = not tested or not shown.

smiles	PAD4 FP inh	PAFAH1B3 inh	EBNA-1 inhibitor	PAFAH2 FP inh	LYPLA2 inh	PREPL inhibitor	GSTO1 inh	ZTA DNA inh	LYPLA1 inh
CC1CC(NC(=O)C2(C)CC2(Cl)Cl)CC(C)(C)C1 (stereo not drawn)	0	2	-2	-1	-7	12	7	0	-4
CN(C)C(=O)Cn1cnc2c(cnn2-c2ccc(F)cc2)c1=O	-1	6	4	5	0	2	4	-4	-1
Cc1ccc(Cn2ncn(-c3ccccc3)c2=O)cc1	1	1	-2	8	2	10	1	-6	-1
CCOC(=O)c1c(NC(=O)C(C)NCc2ccco2)sc2c1CCC(C)C2 (stereo not drawn)	5	4	8	1	2	7	2	3	3
O=C(Nc1ccccc1)N(Cc1cccnc1)Cc1ccco1	1	11	-5	-13	-4	3	5	-14	-2
COc1ccc(CCNC(=O)CCC(=O)N2CC(C)Oc3ccc(Cl)cc32)cc1OC (stereo not drawn)	-1	16	1	-1	-2	-11	5	9	3
COC(=O)Nc1ccc(C)cc1NC(=O)OC	-2	-5	0	-5	21	2	-2	8	1
O=C(CN1CCOCC1)N/N=C/c1cc2ccccc2nc1Cl	-5	3	-7	4	9	0	-1	6	0
Cc1nn(-c2ccc(F)cc2)c(Cl)c1/C=N/NC(=O)c1ccc(O)cc1	-4	15	-12	17	2	1	-8	9	1
CSc1ccc(C(c2c(C)[nH][nH]c2=O)c2c(C)[nH][nH]c2=O)cc1	-8	6	-9	6	-9	-3	39*	-7	-4
CCOC(=O)c1cc(-c2ccc(C)c([N+](=O)[O-])c2)nc2c1c(=O)n(C)c(=O)n2C	0	·	16	·	1	9	-2	15	3
COc1cccc(-c2nnn(CCc3nn[nH]n3)n2)c1	-6	3	2	-12	-13	-5	6	16	-7
COc1cc(-c2noc(CCC(=O)Nc3cccnc3)n2)cc(OC)c1OC	-2	10	5	5	-2	-5	0	5	-2
CNC(=O)CS(=O)(=O)CC(=O)Nc1cc(OC(C)C)c(Cl)cc1Cl	-3	3	4	6	9	27	-4	0	0
O=C(CN1C(=O)/C(=C/c2ccccc2F)Sc2ccccc21)N1CCN(c2ccccn2)CC1	-6	1	-8	-4	6	-2	2	-19	-1
CCc1noc(C)c1C(=O)NCCc1ccc(Cl)cc1	0	5	-2	12	9	-6	-4	-18	1
O=C(Nc1cccc(S(=O)(=O)NC2=NCCC2)c1)c1c(F)cccc1Cl	-2	1	11	6	2	15	10	-9	0
C/C(=N/NC(=O)c1ccccc1)c1ccc(NC(=O)C(F)(F)F)cc1	0	9	-9	2	3	3	0	5	-3
COc1ccccc1-n1nc(C(=O)O)c2ccccc2c1=O	0	3	7	2	-2	7	-7	13	0
CC(C)Oc1ccc(C2CNC(=O)C2)cc1 (stereo not drawn)	3	6	-6	-8	1	4	1	-19	3
CC(C)[C@H](NC(=O)[C@H]1N2C(=O)c3ccccc3C2SC1(C)C)C(=O)NCc1ccco1 (stereo partly drawn)	-2	3	-2	-2	7	3	0	-14	4
O=C(O)CCS(=O)(=O)Cc1cccc(Cl)c1	-2	4	5	2	-6	6	5	14	-1
O=C1CCCCC1Sc1nnc(Cc2cccs2)n1CCc1ccccc1 (stereo not drawn)	0	2	-5	13	-11	-1	8	7	-3
O=C(Nc1ccccc1)C(=O)c1cn(CC(=O)N2CCCCC2)c2ccccc12	1	3	-7	-12	-7	14	-1	-14	0
COc1ccc(CNCCC(c2ccc(OC(C)C)cc2)c2ccccc2OC)cc1OC (stereo not drawn)	5	-3	-5	-5	-2	-1	3	5	-4
O=C(N1CCCCC1)C12CC3CC(C1)CC(C(=O)N1CCCCC1)(C3)C2	-1	39*	-4	0	-1	6	0	10	-3
CCCNS(=O)(=O)c1ccc(OCC(=O)Nc2ccccc2F)cc1	0	16	0	1	3	-10	9	-7	-3
CN(C)C(=O)CSc1nnc2sc3ccccc3n12	-1	3	-6	4	5	15	4	-29	0
O=C1N[C@@H](Cc2cn(S(=O)(=O)c3ccc(F)cc3)c3ccccc23)C(=O)N[C@H]1Cc1ccccc1	-3	·	15	·	-3	8	-2	-16	-5
Cc1ccc(C)c(C(C)NC(=O)C2CC=CCC2C(=O)O)c1 (stereo not drawn)	2	5	·	4	-2	-4	·	-3	1
CC1(c2ccccc2)NC(=O)N(CC(=O)Nc2cc(Cl)ccc2N2CCOCC2)C1=O (stereo not drawn)	1	7	-8	3	-1	8	0	0	-3
O=C(COC(=O)CNC(=O)C1CCCCC1)NCc1ccc(Cl)cc1	0	9	·	9	·	7	·	·	·
CCc1ccc(NC(=O)CSc2nnc(Cn3c(=O)sc4ccccc43)n2C)cc1	1	-1	0	3	0	-9	6	16	0
COc1ccc(S(=O)(=O)NCc2ccccc2Cl)cc1OC	-6	7	4	-1	3	-11	4	-6	0
COC(=O)c1ccc(Cl)c(NC(=O)NC23CC4CC(CC(C4)C2)C3)c1	-1	-1	2	-18	-42	-4	-15	-8	-19
Cc1ccc(NC(=O)C2CC2c2ccccc2)c([N+](=O)[O-])c1 (stereo not drawn)	1	2	-1	11	12	14	4	-7	-2
CCN(CC)CCCNc1ncnc2scc(-c3ccc(F)cc3)c12	-2	4	1	-2	3	-43	3	-13	1
Cc1c(Cl)cccc1NC(=S)NCc1ccc(Cl)cc1	-1	10	21	9	2	-5	2	4	-1
COc1c(C)cc(C(=O)C2CCCN(C(=O)c3cc(C)on3)C2)cc1C (stereo not drawn)	-2	0	-7	4	0	7	3	6	-2
O=C1CN(C(=O)COC(=O)c2cnc(Cl)c(Cl)c2)c2ccccc2N1	0	9	0	3	3	-13	6	-10	0
CCOC(=O)C1=NOC2C3CC(C12)C1C(=O)N(CCc2ccc(OC)c(OC)c2)C(=O)C31 (stereo not drawn)	1	2	6	5	-1	-5	0	-7	0
COC(=O)C1(Cc2ccc(O)c(CC3OC3(C)C)c2)OC(=O)C(O)=C1c1ccc(O)cc1 (stereo not drawn)	0	9	-2	10	4	0	15	9	-3
[O-]/C(=C(\C(=S)Nc1ccc(SC(F)F)cc1)[n+]1cccc(CO)c1)c1ccc(Cl)s1	0	2	-9	-1	-2	9	-5	4	-3
O=C(CN1CCN(Cc2ccccc2)CC1)Nc1ccccc1-c1ccccc1	-2	15	-4	-2	8	16	6	-8	4
CCc1ccc2[nH]c(=O)c(C(c3nnnn3Cc3ccccc3)N3CCOCC3)cc2c1 (stereo not drawn)	-8	9	-8	8	-3	15	-1	11	0
C[C@H](NS(=O)(=O)c1ccc(F)cc1)C(=O)OCC(=O)c1c(N)n(C)c(=O)n(C)c1=O	1	9	·	10	·	15	·	·	·
O=C(CCc1ccccc1)NNC(=S)NCCc1ccccc1	0	3	-2	3	-4	-8	5	1	-3
COc1cc(NC(=O)CNC(=O)Cn2c(C)cc3ccccc3c2=O)cc(OC)c1OC	3	2	3	2	4	4	2	-20	-1

Structures above shown as hits in PAFAH1B3 inh.
SMILES	PAD4 FP inh	PAFAH1B3 inh	EBNA-1 inhibitor	PAFAH2 FP inh	PREPL inhibitor
O=C(N1CCCCC1)C12CC3CC(C1)CC(C(=O)N1CCCCC1)(C3)C2	-1	39*	-4	0	6

Returning to the listing, starting 2 compounds before the break.
smiles	PAD4 FP inh	PAFAH1B3 inh	EBNA-1 inhibitor	PAFAH2 FP inh	LYPLA2 inh	PREPL inhibitor	GSTO1 inh	ZTA DNA inh	LYPLA1 inh
O=C(CCc1ccccc1)NNC(=S)NCCc1ccccc1	0	3	-2	3	-4	-8	5	1	-3
COc1cc(NC(=O)CNC(=O)Cn2c(C)cc3ccccc3c2=O)cc(OC)c1OC	3	2	3	2	4	4	2	-20	-1
CC(C)C(C)(C#N)NC(=O)CSc1nnc(C(F)(F)F)n1C (stereo not drawn)	-2	9	7	-3	3	-7	-5	21	2
Cc1cc2c(cc1S(=O)(=O)C(C)CC(=O)NCc1ccco1)OCC(=O)N2 (stereo not drawn)	1	8	-8	0	-3	4	2	-5	1
C(#CC1CCCCC1)c1ccc2c(c1)COc1c3ccccc3nn1-2	-7	7	1	1	5	-2	-2	0	-1
CC(C)c1ccc(NC(=S)NN2C(C)CCCC2C)cc1 (stereo not drawn)	-6	·	7	·	-3	-1	0	5	-4
CN1CCN(CCc2nc3cc(NC(=O)COc4ccccc4)ccc3n2C)CC1	3	7	8	-11	1	4	6	-3	-1
O=C(NC1CCCCCC1)C1CCN(C(=O)c2cccc(Cl)c2)CC1	-5	5	-12	-5	8	-2	2	-7	0
CN1CCN(c2nc(-c3ccncc3)nc3ccccc23)CC1	-3	-1	11	0	1	-6	1	4	-3
CC12COC3(C(=O)Nc4ccc5ccccc5c4)CC1CCC32C (stereo not drawn)	1	12	8	6	1	8	12	4	-2
COc1ccc(CC(=O)Nc2ccc(F)c(Cl)c2)cc1S(=O)(=O)N1CCOCC1	-3	3	·	-2	3	24	·	12	-4
N#CC1=C(N)N2C(=C(C#N)C1c1ccc(Br)cc1)Nc1ccccc12 (stereo not drawn)	-5	·	4	·	0	14	-12	-2	-2
Cn1ncc(N)c1C(=O)Nc1cccc(C(F)(F)F)c1	5	13	-1	-4	0	2	3	-4	-1
COc1ccc(NC(=O)C2CCCN(S(=O)(=O)c3cccc4nonc34)C2)c(OC)c1 (stereo not drawn)	-2	-3	3	-1	0	4	5	11	1
Cc1cccc(NC(=O)C2CCN(S(=O)(=O)c3ccc4c(c3)OCCCO4)CC2)n1	2	12	5	2	3	-1	14	-2	-3
CCN(CCn1cccn1)C(=O)c1cc(COc2c(F)cccc2F)on1	1	3	6	-7	-2	0	-5	4	1

Grouped by structure, those above containing an aryl methoxy group.
smiles	PAD4 FP inh	PAFAH1B3 inh	EBNA-1 inhibitor	PAFAH2 FP inh	LYPLA2 inh	PREPL inhibitor	GSTO1 inh	ZTA DNA inh	LYPLA1 inh
COc1ccc(CCNC(=O)CCC(=O)N2CC(C)Oc3ccc(Cl)cc32)cc1OC (stereo not drawn)	-1	16	1	-1	-2	-11	5	9	3
COc1cccc(-c2nnn(CCc3nn[nH]n3)n2)c1	-6	3	2	-12	-13	-5	6	16	-7
COc1cc(-c2noc(CCC(=O)Nc3cccnc3)n2)cc(OC)c1OC	-2	10	5	5	-2	-5	0	5	-2
COc1ccccc1-n1nc(C(=O)O)c2ccccc2c1=O	0	3	7	2	-2	7	-7	13	0
COc1ccc(CNCCC(c2ccc(OC(C)C)cc2)c2ccccc2OC)cc1OC (stereo not drawn)	5	-3	-5	-5	-2	-1	3	5	-4
COc1ccc(S(=O)(=O)NCc2ccccc2Cl)cc1OC	-6	7	4	-1	3	-11	4	-6	0
COc1c(C)cc(C(=O)C2CCCN(C(=O)c3cc(C)on3)C2)cc1C (stereo not drawn)	-2	0	-7	4	0	7	3	6	-2
CCOC(=O)C1=NOC2C3CC(C12)C1C(=O)N(CCc2ccc(OC)c(OC)c2)C(=O)C31 (stereo not drawn)	1	2	6	5	-1	-5	0	-7	0
COc1cc(NC(=O)CNC(=O)Cn2c(C)cc3ccccc3c2=O)cc(OC)c1OC	3	2	3	2	4	4	2	-20	-1
COc1ccc(CC(=O)Nc2ccc(F)c(Cl)c2)cc1S(=O)(=O)N1CCOCC1	-3	3	·	-2	3	24	·	12	-4
COc1ccc(NC(=O)C2CCCN(S(=O)(=O)c3cccc4nonc34)C2)c(OC)c1 (stereo not drawn)	-2	-3	3	-1	0	4	5	11	1

High-throughput results from PubChem BioAssay.

Some of the compounds tested; count on the stated rates, not on these rows.
